Screening data deposited in PubChem by several laboratories.
T cell HTS: T cell immune modulators affecting CD8 T cell-vesicle binding | AID 2052 | 330,000 tested, 0.068% active | 2C CD8+ T cell-vesicle binding, flow cytometry; active compounds read low | calls only at 7 µM;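 active means response, share of CD8 T cells binding vesicles, and their 90th percentile fluorescence all below set limits, cut at about 80% in these data, passing the limit was not always enough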
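Also added: QL9-peptide-loaded Drosophila micro-vesicles bearing Ld, ICAM-1 and B7-1; Test system: purified 2C TCR transgenic mouse naive CD8+ T cells; Measured by: cytometric PE anti-B7-1 and Alexa647 anti-CD8 signals after 1% paraformaldehyde fixation; Timing: binding step 1.5 h, 37 °C, antibody labelling 20 min, ice.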
Hep lipid drop: hepatic lipid droplet formation modulation. AML12 mouse hepatocytes, oleate lipid droplets, BODIPY imaging. inhibition, % at 6.5 µM. 240,000 tested, 0.4% active. AID 1656;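 active means lipid droplet intensity inhibited by at least 50%, with more than 500 cells counted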
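Assay system: AML12 mouse liver cells | Compound dosing: One dose, 6.5 µM compound | Read-out basis: Droplet intensity reduction, % inhibition | Measured by: Fluorescence imaging, 20x objective, two fields per well | Schedule: Overnight treatment with compound plus oleate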
Hep lipid drop cells 6.5 µM: also measured in Hep lipid drop; calls as there; cell count; measured here: cell count, cytotoxicity flag;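 cells counted across two imaged fields per well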
T cell HTS vesicle-bound %: further read-out of T cell HTS, marked with its call; double positive events, %; measured here: CD8+ vesicle-bound cell fraction;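 binding gate set so that unloaded-vesicle control wells show 10% double positive cells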
Numbers without * were called inactive; i = inactive. Some of the compounds tested; the hit share may differ from the screen's.

canonical_smiles,T cell HTS,T cell HTS vesicle-bound %,Hep lipid drop,Hep lipid drop cells 6.5 µM
COc1ccc(OC)c(CCNC(=O)c2ccccc2NC(=O)C2=C(C)OCCS2)c1,i,44,-13,730
Cc1cc(C)cc(NC(=S)N2CCC(NC(=O)C3CC3)CC2)c1,i,8,-3,769
COc1ccc(C(=O)NCC(=O)NCC(=O)OCC(=O)c2ccc(C)cc2)cc1,i,10,5,840
CC1CCCCC1NC(=O)CCC(=O)N1CCOc2ccc(Cl)cc21 (stereo unspecified),i,30,1,646
c1ccc(-c2csc3ncnc(N4CCN(Cc5ccc6c(c5)OCO6)CC4)c23)cc1,i,24,-31,830
CCc1cc2ccc(C)c(C)c2nc1SCC(=O)NNC(=O)c1ccco1,i,52,-15,819
COc1ccc(-n2nnc3c(SC(C(C)=O)C(=O)N(C)C)ncnc32)cc1 (stereo unspecified),i,28,-1,696
O=S(=O)(c1ccccc1)N(CC(O)CN1CCOCC1)c1ccccc1 (stereo unspecified),i,40,-5,774
CC(C)(C)CN1CCN(Cc2c[nH]c3ccccc23)CC1CCO (stereo unspecified),i,48,-1,828
CCOc1cc(C2/C(=C(/O)c3ccc(S(=O)(=O)N4CCCCC4)cc3)C(=O)C(=O)N2CCOC)ccc1O (stereo unspecified),i,31,4,787
CC1CCC(NC(=O)C2CC(=O)N(c3ccc(Cl)cc3)C2)CC1 (stereo unspecified),i,58,-1,656
CCOc1ccc(NC(=O)CC(C)S(=O)(=O)c2ccc3c(c2)NC(=O)CO3)cc1 (stereo unspecified),i,18,-8,790
COc1ccc(NC(=O)c2cccc(N3C(=O)C4C5C=CC(C5)C4C3=O)c2)cc1 (stereo unspecified),i,12,-2,818
CC(NC(=O)CNC(=O)c1ccco1)c1ccc(S(N)(=O)=O)cc1 (stereo unspecified),i,27,20,855
CC1(C(=O)NCC2CC2)C=CC2(CCCCC2)N1C(=O)c1ccccc1 (stereo unspecified),i,18,-2,726

Record cards, as listed above. Order of values: T cell HTS	T cell HTS vesicle-bound %	Hep lipid drop	Hep lipid drop cells 6.5 µM
`CC1(C(=O)NCC2CC2)C=CC2(CCCCC2)N1C(=O)c1ccccc1` (stereo unspecified) across the screens: i	18	-2	726
`O=S(=O)(c1ccccc1)N(CC(O)CN1CCOCC1)c1ccccc1` (stereo unspecified) across the screens: i	40	-5	774
`CC(C)(C)CN1CCN(Cc2c[nH]c3ccccc23)CC1CCO` (stereo unspecified) across the screens: i	48	-1	828
`COc1ccc(NC(=O)c2cccc(N3C(=O)C4C5C=CC(C5)C4C3=O)c2)cc1` (stereo unspecified) across the screens: i	12	-2	818
`COc1ccc(-n2nnc3c(SC(C(C)=O)C(=O)N(C)C)ncnc32)cc1` (stereo unspecified) across the screens: i	28	-1	696

Continued.
canonical_smiles,T cell HTS,T cell HTS vesicle-bound %,Hep lipid drop,Hep lipid drop cells 6.5 µM
CC(=O)c1ccc(NC(=O)Nc2ccc(S(=O)(=O)N3CCCC3)cc2)cc1,i,64,4,715
O=C(Nc1cccc(Br)c1)c1cccc(OC(=S)N2CCOCC2)c1,i,41,59*,692*
COC(=O)COc1cc(=O)oc2ccc(NS(=O)(=O)c3ccccc3)cc12,i,8,-7,808
Cc1ccc(CNC(=O)C2CCC(=O)N(CCc3cccc(F)c3)C2)cc1 (stereo unspecified),i,13,7,846
CCc1nnc(NC(=O)CCC(=O)NC2CCCCCCC2)s1,i,30,32,717
Cc1ccc(S(=O)(=O)NCCc2cc3ccc(C)cc3[nH]c2=O)cc1,i,15,8,820
Cn1c(CNC(=O)CNC(=O)c2ccccc2F)cc(=O)n(C)c1=O,i,14,-2,764
Cc1ccc(C(=O)NCCNC(=O)c2ccc(F)cc2)cn1,i,36,14,721
COc1cc(OC)cc(C(=O)Nc2sc3c(c2C(N)=O)CCC3)c1,i,53,-10,742
O=S(=O)(Nc1cccc2cccnc12)c1ccccc1,i,11,-15,878
COc1ccc(C)cc1N(CC(=O)N1CCCCCC1)S(C)(=O)=O,i,63,-8,776
Cc1ccccc1NC(=O)c1c([N+](=O)[O-])cnn1C,i,62,-9,825
O=C(CN1CCCCC1)N/N=C/c1cccc(Cl)c1,i,43,22,830
O=C(CN1C(=O)CSc2ccc(S(=O)(=O)N3CCOCC3)cc21)NCCCN1CCCCC1,i,29,15,739
Cc1ccc(S(=O)(=O)CC(=O)NC(C)c2ccccc2)cc1 (stereo unspecified),i,72,-2,790
CCOC(=O)CC(=O)COc1nc2cc3c(nc2o1)CCCC3,i,58,-2,848
CCOC(=O)c1cnc2cc(-c3ccc(Br)cc3)nn2c1C,i,50,-1,848
COC(=O)c1cc(C(=O)Nc2cc(C)on2)cc([N+](=O)[O-])c1,i,48,-1,769
CCc1ccc(CN(C)CC(O)COc2cccc3ccccc23)cc1 (stereo unspecified),i,49,-1,795
O=S(=O)(Nc1cccnc1Cl)c1ccc(F)cc1,i,11,3,840
Cc1ccc(C(=O)N2CCN(C)CC2)cc1[N+](=O)[O-],i,42,-2,822
O=C(CSc1nnc(CNC(=O)c2cccs2)o1)Nc1ccc(Br)cc1,i,30,-1,653
Cc1c(C)c2ccc(OC(C)C(=O)N3CC[C@@]4(O)CCCC[C@H]4C3)cc2oc1=O (stereo partly specified),i,21,-3,814
CCOc1ccccc1NC(=O)CNC(=O)N1CC(=O)Nc2ccccc21,i,12,11,708
Cc1ccc(C(=O)NCCNc2ncc(C(F)(F)F)cc2Cl)cc1[N+](=O)[O-],i,14,-18,793
CSCCC(NC(=O)c1ccco1)C(=O)Nc1ccncc1 (stereo unspecified),i,8,0,842
COc1cccc(NC(=O)C2CCCN2S(=O)(=O)c2ccc3c(c2)C(C)(C)C(=O)N3C)c1 (stereo unspecified),i,27,1,728
O=C(Nc1cccc(Cl)c1)c1cnc[nH]1,i,46,-11,658
COC1=CC(=Cc2c(N)n3nc(CC(=O)N4CCOCC4)sc3nc2=O)C=C(OC)C1=O,i,50,-15,769
C/C(=N\Nc1ccc(Cl)c(C(=O)O)c1)c1cccc2ccccc12,i,44,-7,802
O=C(NCCCN1CCOCC1)C(=O)NCC1OCCN1S(=O)(=O)c1ccc(F)cc1 (stereo unspecified),i,9,0,859
Cc1c(C)n(C)c2ccc(C(=O)NCCCN3CCN(c4ccccc4F)CC3)cc12,i,2,-19,730
CCc1ccc(S(=O)(=O)Nc2nccs2)cc1,i,60,2,832
CCC(C)c1ccccc1NS(=O)(=O)c1cnn(CC)c1 (stereo unspecified),i,24,-1,793
O=C(CCS(=O)(=O)c1ccc(Cl)cc1)NCCC1=CCCCC1,i,17,3,819
Cc1cc(C)cc(C(=O)NC(CC(N)=O)c2ccc(NCCN3CCCC3)c([N+](=O)[O-])c2)c1 (stereo unspecified),i,24,1,776
O=C(O)c1ccccc1C(=O)Nc1cc(-c2ccccc2)[nH]n1,i,30,-5,814
CN(C)C(=O)COc1ccc2c3c(c(=O)oc2c1)CCCC3,i,52,-2,757
COc1ccc(CNS(=O)(=O)c2cn(C)c(=O)n(C)c2=O)cc1,i,11,-13,709
COc1ccc(CC(=O)O/N=C(\N)c2ccc(Br)cc2)cc1OC,i,58,8,824
Cn1c(SCC(=O)c2ccc(O)cc2O)nnc1-c1ccccc1,i,39,2,769
CC(=O)N(C)c1ccc(N=Nc2c(C)[nH]n(-c3ccccc3)c2=O)cc1,i,67,13,811
Cc1ccc(Nc2nc(NCCO)nc3c2cnn3C)cc1Cl,i,34,8,884
C/C(=N\NC(=O)c1ccccc1O)c1ccc(NC(=O)c2ccccc2)cc1,i,20,20,674
O=C(CN1CCN(S(=O)(=O)c2ccc(F)cc2)CC1)NC1CC1,i,26,-3,712

Quoted from the listing:
Hep lipid drop cells 6.5 µM with C/C(=N\NC(=O)c1ccccc1O)c1ccc(NC(=O)c2ccccc2)cc1 = 674
Hep lipid drop with Cc1cc(C)cc(C(=O)NC(CC(N)=O)c2ccc(NCCN3CCCC3)c([N+](=O)[O-])c2)c1 (stereo unspecified) = 1

Continued:
Compound,T cell HTS,T cell HTS vesicle-bound %,Hep lipid drop,Hep lipid drop cells 6.5 µM
COc1cc(C2c3[nH]c4ccccc4c3C[C@H]3C(=O)N(C4CC4)CC(=O)N23)ccc1OC(C)C (stereo partly specified),i,17,24,763
O=C(c1ccccc1)N1N=C(C(F)(F)F)CC1(O)c1ccccc1 (stereo unspecified),i,58,2,775
C=CCN(C(=O)CC(NC(C)=O)c1ccccc1)c1nc(-c2ccc(S(C)(=O)=O)cc2)cs1 (stereo unspecified),i,10,1,831
COc1cc(OC)cc(C(=O)NCCCNC(=O)c2ccccn2)c1,i,19,-4,832
COc1ccc(N(CC(=O)NCc2ccc3c(c2)OCO3)S(=O)(=O)c2ccccc2[N+](=O)[O-])c(OC)c1,i,53,-10,787
O=C(N/N=C/c1cccnc1)c1ccc2c(c1)OCO2,i,19,2,414
C=C1CCN(c2ccc(C(=O)NCc3ccccc3)cc2[N+](=O)[O-])CC1,i,21,-9,769
CN1C(=O)/C(=C/c2ccc(OC(=O)c3ccco3)cc2)SC1=S,i,22,-14,821
COc1ccc(NC(=O)CCc2c(C)nc3nc(CNC(=O)c4cccc(F)c4)nn3c2C)cc1OC,i,15,-6,749
CSc1ccc(CN2CCC(n3nccc3NC(=O)c3ccccc3C)CC2)cc1,i,17,-7,733
Cc1ccc(-n2c(C)c(C)c3c(NCCCO)ncnc32)cc1,i,30,-11,817
COc1cc([N+](=O)[O-])ccc1NC(=O)NCc1ccccn1,i,64,-8,859
O=C(NCc1ccc(F)cc1)C(c1ccccc1)N(C(=O)c1csnn1)C1CCCC1 (stereo unspecified),i,42,22,725
O=c1c2ccccc2nc(/C=C/c2ccc(Br)cc2)n1CCCO,i,26,8,799
O=C(CCCN1C(=O)C2CC=CCC2C1=O)Nc1ccccc1Cl (stereo unspecified),i,53,-2,732
CC(C)Oc1ccc(CN2CCC(n3nccc3NC(=O)c3cccnc3)CC2)cc1,i,57,2,683
C/C(CC(=O)Nc1cc(C)ccn1)=N\NC(=O)c1cccc(F)c1,i,42,7,823
CCOC(=O)CNC(=O)Cn1cnc2c(nnn2-c2ccccc2)c1=O,i,30,7,752
CC(CN1CCOCC1)OC(=O)c1ccc(Cl)cc1Cl (stereo unspecified),i,51,6,811
COc1ccc(S(=O)(=O)Nc2noc3ccccc23)cc1OC,i,37,8,636
Cc1ccc(S(=O)(=O)N(CC(O)CN2CCOCC2)c2cccc([N+](=O)[O-])c2)cc1 (stereo unspecified),i,13,-4,779
COc1cccc(NC(=O)CSc2nc3ncc(Br)cc3[nH]2)c1,i,32,4,738
CC1=C(C(=O)OCc2ccccc2)C(c2ccc([N+](=O)[O-])cc2)NC(=O)N1CCCC(=O)O (stereo unspecified),i,11,-15,788
CSc1cccc(NC(=O)c2[nH]c(C)c(C(C)=O)c2C)c1,i,28,-21,836
O=C(Cn1c(=O)oc2ccccc21)Nc1ccc(Br)cc1,i,12,-2,821
Cc1ccc2c(CN3CCCCC3)cc(=O)oc2c1,i,47,1,817
CCCn1c(C(C)NS(=O)(=O)c2ccccc2)n[nH]c1=S (stereo unspecified),i,25,0,745
COc1ccc(/C=C2\SC(=S)N(CCC(=O)Nc3cccc(O)c3)C2=O)cc1OC,i,52,12,823
Cc1noc(C)c1C(=O)Nc1nc(-c2ccc([N+](=O)[O-])cc2)cs1,i,52,-3,678
CC(C)NC(=O)CN(C(=O)CCC(=O)Nc1nccs1)c1ccc2c(c1)OCO2,i,39,12,824

Entries above containing a CF3 group (two):
Compound,T cell HTS,T cell HTS vesicle-bound %,Hep lipid drop,Hep lipid drop cells 6.5 µM
Cc1ccc(C(=O)NCCNc2ncc(C(F)(F)F)cc2Cl)cc1[N+](=O)[O-],i,14,-18,793
O=C(c1ccccc1)N1N=C(C(F)(F)F)CC1(O)c1ccccc1 (stereo unspecified),i,58,2,775

(listing goes on)
Compound,T cell HTS,T cell HTS vesicle-bound %,Hep lipid drop,Hep lipid drop cells 6.5 µM
C=CCn1c(COc2ccc(OC)cc2)nc2ccccc21,i,24,-4,812
COc1ccc(/C=C(/NC(=O)c2ccccc2)C(=O)Nc2cccc(C(=O)O)c2)cc1,i,39,7,715
COc1ccc(C(=O)N2CCN(Cc3ccccc3C(F)(F)F)CC2)cc1,i,49,-9,793
CC(C)c1c(O)nc(SCc2ccc(F)cc2)[nH]c1=O,i,13,-4,792
Cc1ccc(S(=O)(=O)N/N=C/c2ccccc2O)cc1,i,27,-4,804
O=C(CN1CCN(C(=O)c2ccco2)CC1)NCc1ccc(Cl)cc1,i,36,-4,658
COc1cccc(CNC(=O)C2CCN(C(=O)N3CC(C)Oc4ccccc43)CC2)c1 (stereo unspecified),i,24,-7,731
CC(NC(=O)c1ccncc1)c1ccc(Cl)cc1Cl (stereo unspecified),i,44,-3,818
